Growth percent in the NCI-60 one-dose screen (48 h, 10 µM unless noted): 100 = growth as untreated, 0 = no growth, -100 = all killed.
SN12C – SN12C renal cancer cells. 81,000 tested, 3.8% active. AID 1794767
786-0 – 786-0 renal cancer cells | 81,000 tested, 5.1% active | AID 1794775
SK-OV-3 – SK-OV-3 ovarian cancer cells; 80,000 tested, 3.2% active
IGROV1 – IGROV1 ovarian cancer. 79,000 tested, 4.7% active
UO-31 – UO-31 renal cancer | 81,000 tested, 5.2% active | AID 1794768
ACHN – ACHN renal cancer; 81,000 tested, 4.9% active
RXF 393 – RXF 393 renal cancer cells | 77,000 tested, 6.9% active
TK-10 – TK-10 renal cancer cells; 81,000 tested, 3.9% active
An asterisk follows results filed as active; . = not tested or not shown; & = joins results of further samples; [ ] = dose if it differs, or a comment. The calls were made as follows: active = growth percent below 10; inactive = the rest.

SMILES	SN12C	786-0	SK-OV-3	IGROV1	UO-31	ACHN	RXF 393	TK-10
CSc1nc2ccc(C)cc2cc1/C=C1/C=C(c2ccccc2)NC1=O	33	2.7*	76	26	13	-53*	79	-6.6*
Oc1c(Cl)cc(Cl)cc1CN(Cc1cc(Cl)cc(Cl)c1O)C1CCCCC1	98	94	103	105	92	103	113	92
CC/C=C\C/C=C\C/C=C\C/C=C\C/C=C\C/C=C\CCC(=O)CO[C@H]1O[C@@H](Oc2cc(O)cc(O)c2C(=O)CCc2ccc(O)cc2)[C@H](O)[C@@H](O)[C@@H]1O	100	101	113	105	99	92	110	110
CN(C)/C=C1\CC2C(=O)N(/C(=C/N(C)C)c3ccncc3)C(N(C)C)N2C1=O (centres undefined)	90	100	98	101	92	104	104	95
COc1cc(C#N)c(NC(=S)N2CCN(C(=O)c3ccco3)CC2)cc1OC	99	111	107	101	77	99	102	105
C[C@]1(O)CC(=O)[C@]2(O)C3=C(C=C[C@]2(O)C1)C(=O)c1c(O)cccc1C3=O	3.2*	9.8*	99	27	-97*	-100*	-85*	-83*
CN(C)c1ccc(/C=N/NC(N)=S)nc1	46	28	66	48	39	12	13	67
CN(C)C(=S)SC(=S)N(C)C	103&101	105&97	110&115	94&96	79&91	107&101	109&108	112&113
CN1CCN(S(=O)(=O)O[C@@H]2C(=O)N(c3cc4c5ccccc5ccc4c4ccccc34)[C@H]2c2ccc(F)cn2)CC1	92	80	98	88	67	92	78	95
CCOC(=O)/C=C/COC(=O)[C@@H]1CCCN1C(=O)CN	106	100	106	115	89	107	126	108
C#CCC[C@H](N)C(=O)O	95[20 µM]	101[20 µM]	112[20 µM]	102[20 µM]	85[20 µM]	102[20 µM]	98[20 µM]	84[20 µM]
CCCCCCCCNc1ccc(C(=O)OCC)cc1	92	104	102	101	86	98	89	100
CCOC(=O)/C(=C\CC/C(C)=C/CC/C(C)=C/CCc1ccoc1)CC(=O)O	94	101	111	107	78	92	.	106
CCCC(=O)OCC(C)(C)COC(=O)CCC	101	105	106	113	90	111	114	108
Cn1ncc2c1NC(=O)CC2c1cccnc1 (centres undefined)	100	101	104	103	91	106	113	105
NNC(=S)N/N=C/c1ccco1	96	.	101	108	.	100	110	102
O=c1oc2ccc(Cl)cc2cc1-c1cs/c(=N/N=C\c2ccc(Cl)cc2)n1/N=C/c1ccc(Cl)cc1	94	98	111	108	90	112	113	99
Cn1c(=O)c2[nH]c(CCCc3nc4ccccc4[nH]3)nc2n(C)c1=O	101	108	108	114	88	103	110	106
Cc1cc(C)c(/C=C(\C#N)c2nc3ccccc3s2)[nH]1	97	95	85	61	73	78	92	124
CC(C)c1oc2ccccc2c1C(=O)c1ccc(O)cc1	79	96	97	82	85	88	84	108

Exported with two lines to a compound: 17 of the compounds above
Below each compound: SN12C | 786-0 | SK-OV-3 | IGROV1 | UO-31 | ACHN | RXF 393 | TK-10
> CN(C)/C=C1\CC2C(=O)N(/C(=C/N(C)C)c3ccncc3)C(N(C)C)N2C1=O (centres undefined)
  90 | 100 | 98 | 101 | 92 | 104 | 104 | 95
> COc1cc(C#N)c(NC(=S)N2CCN(C(=O)c3ccco3)CC2)cc1OC
  99 | 111 | 107 | 101 | 77 | 99 | 102 | 105
> C[C@]1(O)CC(=O)[C@]2(O)C3=C(C=C[C@]2(O)C1)C(=O)c1c(O)cccc1C3=O
  3.2* | 9.8* | 99 | 27 | -97* | -100* | -85* | -83*
> CN(C)c1ccc(/C=N/NC(N)=S)nc1
  46 | 28 | 66 | 48 | 39 | 12 | 13 | 67
> CN(C)C(=S)SC(=S)N(C)C
  103&101 | 105&97 | 110&115 | 94&96 | 79&91 | 107&101 | 109&108 | 112&113
> CN1CCN(S(=O)(=O)O[C@@H]2C(=O)N(c3cc4c5ccccc5ccc4c4ccccc34)[C@H]2c2ccc(F)cn2)CC1
  92 | 80 | 98 | 88 | 67 | 92 | 78 | 95
> CCOC(=O)/C=C/COC(=O)[C@@H]1CCCN1C(=O)CN
  106 | 100 | 106 | 115 | 89 | 107 | 126 | 108
> C#CCC[C@H](N)C(=O)O
  95[20 µM] | 101[20 µM] | 112[20 µM] | 102[20 µM] | 85[20 µM] | 102[20 µM] | 98[20 µM] | 84[20 µM]
> CCCCCCCCNc1ccc(C(=O)OCC)cc1
  92 | 104 | 102 | 101 | 86 | 98 | 89 | 100
> CCOC(=O)/C(=C\CC/C(C)=C/CC/C(C)=C/CCc1ccoc1)CC(=O)O
  94 | 101 | 111 | 107 | 78 | 92 | . | 106
> CCCC(=O)OCC(C)(C)COC(=O)CCC
  101 | 105 | 106 | 113 | 90 | 111 | 114 | 108
> Cn1ncc2c1NC(=O)CC2c1cccnc1 (centres undefined)
  100 | 101 | 104 | 103 | 91 | 106 | 113 | 105
> NNC(=S)N/N=C/c1ccco1
  96 | . | 101 | 108 | . | 100 | 110 | 102
> O=c1oc2ccc(Cl)cc2cc1-c1cs/c(=N/N=C\c2ccc(Cl)cc2)n1/N=C/c1ccc(Cl)cc1
  94 | 98 | 111 | 108 | 90 | 112 | 113 | 99
> Cn1c(=O)c2[nH]c(CCCc3nc4ccccc4[nH]3)nc2n(C)c1=O
  101 | 108 | 108 | 114 | 88 | 103 | 110 | 106
> Cc1cc(C)c(/C=C(\C#N)c2nc3ccccc3s2)[nH]1
  97 | 95 | 85 | 61 | 73 | 78 | 92 | 124
> CC(C)c1oc2ccccc2c1C(=O)c1ccc(O)cc1
  79 | 96 | 97 | 82 | 85 | 88 | 84 | 108

More results follow.
SMILES	SN12C	786-0	SK-OV-3	IGROV1	UO-31	ACHN	RXF 393	TK-10
COc1ccc2c(c1)OC1=C(C(=O)OC1)C2c1cc(OC)c(OC)c(OC)c1 (centres undefined)	48	37	13	49	51	49	.	67
Cc1cc2[nH]c(=O)c3c4cccnc4cn3c2cc1C	83	105	103	.	85	102	109	115
Cc1ccc(NC(=O)Cn2cnc3c2c(=O)n(C)c(=O)n3C)cc1	94	103	95	89	82	93	80	143
Nc1nc(-c2ccccc2)c(N=Nc2ccc(Cl)cc2[N+](=O)[O-])s1	96	93	97	80	65	101	106	169
COc1cc(CNC(=O)/C=C/c2ccccc2)ccc1OCc1cn(-c2ccccc2[N+](=O)[O-])nn1	95	111	114	89	72	96	123	123
Cc1cccc(-c2cc(O)c(C(=O)Nc3ccccc3)s2)c1	105	99	103	88	80	89	106	119
OCC1OC(OC2C(O)C(CO)OC2(CO)OC2OC(CO)C(O)C(O)C2O)C(O)C(O)C1O (centres undefined)	103	.	108	123	.	113	118	106
CCCCOC1NC(=O)NC(=O)C1(F)C(=O)OCC (centres undefined)	60&90	68&93	82&92	88&103	51&55	67&82	83&98	72&66
CC(C)C[C@H](C(=O)N[C@@H](C)C(N)=O)N1CC=CCN(O)S1(=O)=O	106[5 µM]	105[5 µM]	108[5 µM]	120[5 µM]	109[5 µM]	95[5 µM]	119[5 µM]	106[5 µM]
COc1cccc(/C=C2\Cc3c(F)ccc(Br)c3C2=O)c1OC	102	98	106	97	84	102	103	159
CCOC(=O)c1c[nH]c2cc(C(F)(F)F)ccc2c1=O	91	99	94	86	72	89	114	120
Nc1ccc2c(c1)Cc1cc(Cl)c(Cl)cc1-2	57	60	69	89	64	67	51	101
CN(NC(=O)C1CCC(=O)N1)c1ccccc1 (centres undefined)	100	102	105	106	86	101	117	98
O=S(=O)(NCCCNc1nccc(-c2c(-c3ccc(O)cc3)nc3sccn23)n1)c1ccc(C(F)(F)F)cc1	67	81	62	49	62	52	48	103
Cc1ccc(-c2csc(NC(=O)COCc3c(-c4ccccc4)no[n+]3[O-])n2)cc1	98	113	95	105	89	114	125	104
COc1cccc(-c2ccnc(/N=C(\N)Nc3ccc(S(=O)(=O)Nc4nc(C)cc(C)n4)cc3)n2)c1	100	101	84	83	64	97	.	111
CC(=O)c1ccc(N2CN(c3ccc(F)cc3)CC3=C2CC(C)(C)CC3=O)cc1	83	82	91	71	53	41	87	78
COc1cc(/C=C2\C(=O)N(CCOc3cc(O)c4c(=O)cc(-c5ccccc5)oc4c3)c3ccccc32)cc(OC)c1O	66	76	92	74	63	67	86	109
CCOC(=O)N1Cc2cc3ccccc3nc2C1	98	107	106	101	84	100	111	113
CC(C)CSc1oc(-c2ccccc2)nc1S(=O)(=O)c1ccccc1	95	87	87	94	76	90	83	66
O=C(O)CCc1ccc(O)cc1	102&94	100&99	108&112	101&93	90&84	106&105	121&116	110&93
Oc1cc(Nc2ccnc3cc(Cl)ccc23)c2ncccc2c1	79	106	85	94	44	71	69	109
C[N+](C)(C)CCOC(=O)c1ccc(OCc2ccccc2)cc1	105	103	111	108	93	106	107	94
O=c1n(Cc2nc(-c3ccc(F)cc3)n[nH]2)cnn1-c1ccccc1	95	88	78	115	92	103	118	95
CNc1nc2c(s1)C(c1c(C)sc3ccccc13)CC(=O)N2 (centres undefined)	94	98	95	97	74	92	104	99
COc1cccc(C2CC(=O)Nc3cc4c(cc32)CCC4)c1OC (centres undefined)	77	80	44	57	60	82	57	70
C/C=C/c1ccc(OCC)c(O)c1	104	101	104	104	89	106	114	107
CC(=O)O/C(=C(\OC(C)=O)c1ccccc1)c1ccccc1	97	111	110	97	77	105	121	91
O=C(NO)c1ccc(Cn2c3c(c4cc(F)ccc42)S(=O)(=O)CC3)cc1	94	101	96	102	89	101	97	96
CC(=C(c1ccc(OCCN2CCCCC2)cc1)c1ccc(OCCN2CCCCC2)cc1)c1ccc(Cl)cc1	-91*	-91*	-91*	-83*	-96*	-99*	-79*	-89*
COc1ccc(C(=O)Cn2c(C(=O)c3ccccc3)nc3ccccc32)cc1	43	44	73	10	33	46	13	60
COc1ccc(C(C)=O)cc1S(=O)(=O)Nc1c(N)nc(SC)[nH]c1=O	103	102	124	102	95	106	107	109
CCOc1ccc(Nc2ccc(OCC)cc2)cc1	93	96	79	81	83	94	91	115
CC(=O)OCC1OC(OC(C)=O)C(OC(C)=O)C(OC(C)=O)C1OC(C)=O (centres undefined)	105&104	106&102	106&102	105&108	94&80	105&96	106&102	106&110
CNC1=C([N+](=O)[O-])C(c2cccc(O)c2)C(C#N)=C(c2cccs2)O1 (centres undefined)	96	105	104	112	81	109	109	133
Nc1ccc(CC(=S)N2CCOCC2)cc1	107	94	95	99	93	108	103	99
C(=C\c1cnc2ccccc2n1)/c1ccc2c(c1)OCO2	86	87	107	103	86	85	118	106
N#Cc1cnn(C(=O)c2ccccc2Br)c1NC(=O)c1cccc(Cl)c1	96	105	102	113	91	108	101	99
COc1cc(NC(=O)c2cc3ccccc3cc2O)c(OC)cc1Cl	10	-5.1*	-15*	-31*	-26*	3.8*	21	23
CO/C=C/CC/C(C)=C/CC/C(C)=C/CCc1ccoc1	111	104	98	108	96	105	97	104
[2H]C([2H])([2H])Oc1ccc(Cl)cc1/C=C/C(=O)/C=C(/C=C/c1cc(Cl)ccc1OC([2H])([2H])[2H])OB(F)F	98	99	116	107	85	105	121	112
FC(F)(F)c1nc2nc(Cl)c(Cl)nc2[nH]1	96	115	98	123	93	104	98	114
CCOC(=O)C1=C(O)C(=O)C(C(=O)OCC)C1 (centres undefined)	102	102	103	102	84	109	100	117
CN(Cc1ccccc1)S(=O)(=O)/N=C1\NC(=O)NC1=C(Cl)Cl	18	22	110	3.4*	93	-91*	55	44
CCCCN(CCCC)CC(O)c1ccc(F)c2ccccc12 (centres undefined)	75	89	98	69	65	86	77	87
COc1ccc(-n2c(SCC(=O)Nc3ccc(-c4nc5ccccc5[nH]4)cc3)nc3ccccc3c2=O)cc1	62	-95*	136	18	73	54	-39*	107
COc1ccc(/C(=C\c2cc(OC)c(OC)c(OC)c2)C(=O)Nc2nc3ccc(OC)cc3s2)cc1	103	101	97	106	83	92	124	107
CN1CCN=C1c1ccc(NC(=O)c2ccc(C(=O)Nc3ccc(C4=NCCN4C)cc3)cc2)cc1	98	101	97	90	82	99	.	90
O=C(Cc1ccccc1[N+](=O)[O-])NCC(O)c1ccc2c(c1)OCO2 (centres undefined)	109	98	101	105	74	104	98	91
CCN(CC)CCO/N=C1/C=C2CCC3C4CCC([C@H](C)CCCC(C)C)[C@@]4(C)CCC3[C@@]2(C)CC1 (some centres undefined)	106	98	110	98	76	106	118	94
Nc1ccc(NC(=O)C(=O)O)cc1	117	111	103	120	96	113	112	106
Cn1c2c(c3ccccc31)[C@H]1C(=O)N(c3ccccc3)C(=O)[C@H]1C[C@H]2c1ccco1	95	98	100	72	70	93	103	116
O=S(=O)(NCc1ccccc1)c1ccccc1	109	102	115	.	104	106	98	83
